SIAH1 antagonists = blockers of Siah-1 interaction with plectin peptide – biochemical, fluorescence polarization, rhodamine-plectin, uHTS, primary screen (AID 1817); Siah-1 / rhodamine-plectin peptide fluorescence polarization; higher % means a stronger effect; displacement, % at 20 µM, or IC50 in µM where a hit was titrated; 290,000 compounds, 0.02% hits;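 active = displacement of at least 50% at 20 µM, with a fluorescence ratio check between 0.3 and a set limit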;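 also: plate controls were Siah plus tracer with DMSO for no effect and tracer alone without Siah for full effect; strong numbers were not always called active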
AID2073 = inhibitors of Mint1-CaV2.2 protein interaction, biochemical, HTRF (AID 2073); HTRF protein-protein interaction, Mint1-CaV2.2; higher % means a stronger effect; inhibition, % at 20 µM, or IC50 in µM where a hit was titrated; 290,000 compounds, 0.19% hits; in the data active = inhibition mostly above about 51%, no sharp cut-off; inconclusive = no clear call, values can overlap the other calls; inactive = mostly below about 53%; also: some results filed as inactive read as strong as hits
LYP inhibition = PTPN22 lymphoid phosphatase activity blockers – biochemical, fluorescence intensity, uHTS (AID 1779) | recombinant LYP phosphatase, fluorescence intensity; higher % means a stronger effect | inhibition, % at 11.5 µM, or IC50 in µM where a hit was titrated | 290,000 compounds, 0.054% hits; in the data active = inhibition above about 50%;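 also: plate controls were vehicle with enzyme for no effect and no enzyme for full effect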
An asterisk follows results filed as active; u = inconclusive.

SMILES | SIAH1 antagonists | AID2073 | LYP inhibition
Cc1nc(N2CCN(c3ccccn3)CC2)c2c(C)c(C(=O)N3CCN(c4cccc(Cl)c4)CC3)sc2n1 | 1% | 34% | -2%
C[C@@H](C(=O)NCCc1ccccc1)N1C(=O)N2CCc3c([nH]c4ccccc34)[C@@]2(C)C1=O | -3% | 2% | 0%
CCN(CC)S(=O)(=O)c1cc(C)c(C)cc1OCC(=O)NC1CCCC1 | 4% | -2% | -2%
O=C(CC1CCCC1)N1CCCC(Nc2cccc(F)c2)C1 (configuration not stated) | -2% | -4% | 10%
O=C(NCc1ccc2c(c1)OCO2)C(=O)NCC1OCCN1S(=O)(=O)c1ccc(Cl)cc1 (configuration not stated) | 1% | 10% | -7%
CCN(CC)CCNC(=O)C1CCN(S(=O)(=O)c2c(C)noc2/C=C/c2ccccc2F)CC1 | 6% | 7% | -4%
CC1CCN(c2ccc3nnc(CCC(=O)N4CCN(c5ccc(F)cc5)CC4)n3n2)CC1 | 2% | -2% | -8%
COC(=O)c1ccccc1NC(=O)c1cc(C)no1 | -3% | 12% | -4%
COc1ccc(N(CC(=O)NCc2ccc(C)cc2)S(=O)(=O)c2c(C)noc2C)cc1 | 2% | 3% | -8%
Cc1ccccc1C(=O)NC[C@@H]1CCCN2CCCC[C@H]12 | -1% | 2% | -8%
COc1ccc(S(=O)(=O)N(C)c2ccc(C(=O)N3CCCC3)cc2)cc1OC | -4% | -9% | -5%
Cc1ccc(CNC(=O)C2CCC(=O)N2Cc2ccccc2Cl)cc1 (configuration not stated) | -4% | 7% | -11%
O=[N+]([O-])c1ccc(Oc2ccc(-c3nnco3)cc2)c(Cl)c1 | 2% | -1% | -7%
Cc1noc(C)c1C(=O)Nc1ccc(-n2ccc(C(F)(F)F)n2)cc1 | 1% | 5% | -4%
O=C(NCCOc1ccccc1)C1CCC(=O)N(CCCN2CCOCC2)C1 (configuration not stated) | 8% | 5% | -14%
CCn1cc(CN2CCC(n3nccc3NC(=O)CCOc3ccccc3)CC2)cn1 | -6% | 10% | -8%
COc1cc(OC)nc(Oc2cc(C=O)ccc2OC)n1 | 4% | 8% | -12%
O=S(=O)(c1cccs1)N1CCN(c2cccc(Cl)c2)CC1 | 0% | 2% | -2%
CC(C)(C)c1cc(C(=O)Nc2cccnc2)cc(C(=O)Nc2cccnc2)c1 | 2% | -14% | -2%
CC(C)(CO)NC(=O)c1ccc2nc(Cc3cccc(Cl)c3)oc2c1 | -1% | 6% | -6%
CN(Cc1c(F)cccc1Cl)C(=O)CCc1c[nH]c2ccccc12 | -2% | -6% | -1%
CC(C)CCOc1ccc(/C=N/N2C(=O)CSC2=S)cc1 | 3% | -4% | -3%
O=C(C1CCCO1)N1CCN(C(=S)Nc2ccc(Br)cc2)CC1 (configuration not stated) | -3% | -51% | -6%
N#C/C(=C(/O)CCl)c1nc2c(s1)CCc1ccccc1-2 | -6% | -33% | -2%
CCCN(c1ccc(OCC)cc1)S(=O)(=O)c1ccc2c(c1)NC(=O)CO2 | -3% | 9% | 3%
COc1cc(NC(=O)CN(C)S(=O)(=O)c2cccs2)cc(OC)c1 | 0% | 43% | -14%
CCc1ccc(C(=O)C(C)OC(=O)Cc2n[nH]c(=O)c3ccccc23)cc1 (configuration not stated) | 9% | 4% | -7%
O=C(CCc1ccncc1)N1CCCC(Nc2ccc(F)c(F)c2)C1 (configuration not stated) | -2% | -6% | -9%
COCCNC(=O)Cn1cnc2c(cnn2-c2ccc(C)cc2)c1=O | -2% | 44% | -10%
O=C(c1ccc(N2CCN(C(=O)c3ccccc3)CC2)cc1)c1cccc(F)c1 | 6% | 34% | 0%
Nc1c(-c2cccc(Cl)c2)cnc2c(-c3ccccc3)cnn12 | 3% | 13% | -1%
COc1ccccc1N1CCNC(C)C1=O (configuration not stated) | 0% | 14% | -2%
O=C(Nc1ccccc1Cl)c1cccc(NC(=O)C2CCCC2)c1 | 1% | -1% | -10%
O=C1CN(C(=O)c2cccc(F)c2)C(c2ccc(F)cc2)c2cc(F)ccc2N1 (configuration not stated) | 0% | 10% | -4%
Cc1ccc(OC(C)C(=O)Nc2ccc3c(c2)n(C)c(=O)n3C)cc1C (configuration not stated) | -10% | 11% | -13%
C=CCN1C(=S)CC(c2ccccc2)=Nc2ccccc21 | 1% | 2% | -10%
CCC(C)(C)NC(=O)CN(Cc1ccco1)C(=O)CCC(=O)Nc1nccs1 | -3% | 1% | -6%
O=C(c1ccc2c(c1)OCO2)N1CCN(S(=O)(=O)c2ccccc2)CC1 | 3% | 7% | -5%
COc1cccc(N2C(=NC(=O)CCc3ccccc3)SC3CS(=O)(=O)CC32)c1 (configuration not stated) | 13% | 0% | -5%
CCOCCCn1c(=S)[nH]c2cc(C(=O)NCCc3ccc(OC)c(OC)c3)ccc2c1=O | 4% | u | -9%
CS(=O)(=O)N1CCC(C(=O)Nc2cccc(Br)c2)CC1 | 3% | 2% | -10%
COc1ccc(N(CC(=O)NCC2CCCO2)C(=O)CCC(=O)Nc2cc(C)on2)cc1OC (configuration not stated) | -1% | 4% | -10%
Cc1cc(OCC(=O)N(C)Cc2ccccc2)cc(C)c1Cl | 2% | 4% | -7%
CCOc1ccc(CCNC(=O)Nc2ccccc2C)cc1OCC | -5% | 8% | -7%
COc1cc(NC(=O)CN2CCN(c3ccccn3)CC2)cc(OC)c1OC | 2% | 9% | -11%
Cc1nc([N+](=O)[O-])cn1CC(=O)Nc1ccc(F)c(Cl)c1 | 3% | 17% | -5%
CCOc1ccc(C(C(=O)NC2CCCC2)N(CCOC)C(=O)CNC(=O)c2ccco2)cc1 (configuration not stated) | -2% | -6% | -5%
Cc1ccc(C(=O)Nc2ccncc2)cc1S(=O)(=O)N1CCOCC1 | -5% | 10% | -7%
COc1cc(OC)c(-c2sc(Nc3ccccc3)n[n+]2-c2ccc(F)cc2)cc1OC | 1% | -5% | -10%
O=C(NCCNC(=O)c1cc(Cl)ccc1Cl)c1ccco1 | 13% | 8% | -8%
CCN1CCCC1CNC(=O)c1ccc2c(c1)N(Cc1cccc(Cl)c1)C(=O)c1ccccc1S2(=O)=O (configuration not stated) | 1% | -7% | -5%
COc1ccc(S(=O)(=O)NC(C)C(=O)NCc2cccnc2)cc1Cl (configuration not stated) | 0% | 3% | -7%
CCOc1ccc(OCCSc2nc3ccccc3n2CC(=O)O)cc1 | 1% | 4% | 0%
CCN(CC)C(=O)c1ccc(CS(=O)(=O)c2ccc(Br)cc2)cc1 | 1% | 0% | -7%
COC(=O)c1sc(NC(=S)NC(=O)c2cc(OC)c(OC)c(OC)c2)nc1C | -1% | -3% | -8%
CC(=O)Nc1ccc(S(=O)(=O)N2CCC(C(=O)c3ccc(F)cc3)CC2)cc1 | 12% | 6% | -6%
COCc1cc(=O)[nH]c(N2CCN(c3ccccc3OC)CC2)n1 | -3% | 8% | -3%
O=C(CCS(=O)(=O)c1ccccc1)NC1CCCC1 | 3% | 1% | -6%
CCOc1ccc(C(=O)Nc2ccc(S(=O)(=O)Nc3cc(C)on3)cc2)cc1 | 1% | 7% | -10%
CC1CCCN(C(=O)Cc2cccc3ccccc23)C1 (configuration not stated) | -3% | -5% | -13%

Record cards, as listed above. Screens in order: SIAH1 antagonists	AID2073	LYP inhibition
CCCN(c1ccc(OCC)cc1)S(=O)(=O)c1ccc2c(c1)NC(=O)CO2 is listed with -3%	9%	3%
Cc1ccccc1C(=O)NC[C@@H]1CCCN2CCCC[C@H]12 is listed with -1%	2%	-8%
C=CCN1C(=S)CC(c2ccccc2)=Nc2ccccc21 is listed with 1%	2%	-10%
Cc1cc(OCC(=O)N(C)Cc2ccccc2)cc(C)c1Cl is listed with 2%	4%	-7%
COc1ccc(S(=O)(=O)NC(C)C(=O)NCc2cccnc2)cc1Cl (configuration not stated) is listed with 0%	3%	-7%

(more compounds)
SMILES | SIAH1 antagonists | AID2073 | LYP inhibition
CCOC(=O)c1ccc(NC(=O)c2nc(S(=O)(=O)Cc3ccccc3)ncc2Cl)cc1 | -4% | -34% | 1%
COc1cc(/C=C2/C(=N)N3C(=NC2=O)SN=C3S(C)(=O)=O)ccc1OC(=O)c1ccco1 | -2% | 46% | -8%
CCOC(=O)c1cc(NC(=O)N(C)C2CCCCC2)c(C)nc1C | 0% | -5% | -7%
CC(C)Nc1ncnc2c1cnn2Cc1ccccc1Cl | 5% | 3% | -5%
Cc1ccc(C(=O)NNC(=O)CCC(=O)NCc2ccccc2)cc1Br | 8% | 3% | -8%
O=C(N/N=C/c1ccccc1)c1ccc(-c2ccccc2)cc1 | -3% | 27% | -6%
COc1ccccc1N(CC(=O)N1CCN(c2ccccc2)CC1)S(=O)(=O)c1ccc(C)cc1 | 1% | -3% | -7%
O=C(CN1c2ccccc2S(=O)(=O)c2ccccc21)Nc1ccccc1F | 5% | 4% | -8%
O=C(Cc1ccccc1)Nc1ccc(NC(=O)c2ccc(Br)cc2)cc1 | -4% | 23% | -4%
COc1cc(/C=N/NC(=O)c2cccc(NC(=O)c3ccccc3)c2)ccc1O | -6% | -5% | 5%
CCC[C@H](CN[C@@H](CNC)[C@H](C)CC)NCCc1cc(C(F)(F)F)cc(C(F)(F)F)c1 | 2% | 1% | -10%
COc1ccccc1C(=O)Nc1ccnn1C1CCN(Cc2ccccc2OCCO)CC1 | 3% | 4% | -6%
CN(C)CCCNC(=O)c1cc(C(=O)c2ccccc2F)c[nH]1 | 5% | -5% | -4%
NC1=NC(=O)/C(=C/c2cccc(F)c2)S1 | 2% | 0% | -5%
COc1ccc(COC(=O)C2=C(C)NC(=O)NC2c2ccccc2F)cc1 (configuration not stated) | 2% | -2% | -10%
CC(C)N1CCN(c2ccc(S(=O)(=O)N3CCOCC3)cn2)CC1 | 9% | 8% | -4%
COc1ccc(NC(=S)N2CCC(NC(=O)c3ccc(OC)cc3)CC2)cc1 | -3% | -6% | -6%
CNC(=S)NC1CC2CCCC(C1)N2Cc1ccccc1OC (configuration not stated) | 14% | 14% | -10%
CC(C)c1ccc(CN2C(=O)NC3(CCCCCC3)C2=O)cc1 | 0% | -1% | 2%
CC(C)[C@H](NC(=O)OCc1ccccc1)C(=O)OCC(=O)NCCc1ccccc1 | 0% | 6% | -6%
Cc1cccc(-c2cccc(NC(=O)C3CCCN(Cc4cccnc4)C3)c2)c1 (configuration not stated) | 1% | 11% | -9%
CCOC(=O)C1CCN(S(=O)(=O)c2c(C(=O)N3CCCCC3)c(C)n(C)c2C)CC1 | -4% | 10% | -6%
Cc1ccc(NC(=O)C2CCN(C(=O)N3CCOc4ccccc43)CC2)cc1 | 4% | -1% | -4%
CCOc1ccccc1N(CC(=O)Nc1ccc(OC)cc1)S(=O)(=O)c1ccccc1 | 0% | 10% | -9%
COc1ccc(C(=O)C2CCN(CC(=O)Nc3ccccc3F)CC2)cc1 | 0% | 7% | -1%
CCOC(=O)c1sc2nc(C)nc(NC3CCC(O)CC3)c2c1C (configuration not stated) | 7% | 12% | -13%
Cc1ccc(CNC(=O)CCCCCNC(=O)N2CCn3c2nc2ccccc23)cc1 | -8% | 9% | -10%
COc1ccc(C(=O)Nc2nnc(SCC(=O)NCc3ccco3)s2)c(OC)c1 | -1% | 21% | -5%
Cc1cc(NC(=O)CCC(=O)N(c2ccc(C)c(F)c2)C(C(=O)NC2CCCC2)c2ccco2)no1 (configuration not stated) | 11% | 12% | -3%
Cc1[nH]n(-c2ccccc2)c(=O)c1N=Nc1cccc(Cl)c1 | -5% | 5% | -6%
Cc1nc(NC(=O)c2cc3ccccc3o2)ccc1Br | -3% | 2% | 1%
CC(=O)c1ccc(N=Nc2c(C)[nH]n(-c3ccccc3)c2=O)cc1 | 4% | 6% | 4%
CCOc1cc([N+](=O)[O-])cc(/C=N/NC(=O)c2c(-c3ccccc3)noc2C)c1O | -8% | 19% | 0%
COc1ccccc1OCCNC(=O)c1cccc(S(=O)(=O)N2CCN(C)CC2)c1 | -5% | 4% | -15%
CC(C)NC(=O)N1c2ccccc2Sc2ccccc21 | 2% | 3% | -7%
COc1ccc(C(CC(=O)Nc2nccs2)C(C)C)cc1 (configuration not stated) | 2% | 30% | 4%
O=C1NC(=S)N/C1=C/c1cc2c(cc1[N+](=O)[O-])OCO2 | -1% | -13% | -3%
O=C(CN1C(=O)/C(=C/c2ccccc2)SC1=S)NC1CCS(=O)(=O)C1 (configuration not stated) | 2% | -7% | -9%
CCOc1ccccc1NC(=O)c1sc2ncn(CC(=O)N3CCOCC3)c(=O)c2c1C | -4% | 22% | -6%
O=C(NCCCn1ccnc1)c1ccc(Cl)c(Cl)c1 | 4% | 16% | -11%
O=C(Cc1c(F)cccc1Cl)OCN1C(=O)c2ccccc2C1=O | -2% | 5% | -3%
Cc1oc2c(C)c3oc(=O)c(CCC(=O)NCCN4CCOCC4)c(C)c3cc2c1C | 9% | 25% | -8%
O=C(c1cccc(C(F)(F)F)c1)N1CCOc2ccccc21 | 0% | u | -5%
O=C(Nc1ccccn1)C1CCN(c2ncnc3c2nc2n3CCCCC2)CC1 | -6% | 6% | -10%
O=C(NC(=S)N1CCCC1)c1ccccc1 | 2% | -23% | -9%
O=C(NS(=O)(=O)c1ccccc1)c1cccc(Br)c1 | 4% | 4% | -7%

Assay outcomes as filed in PubChem BioAssay.

Some of the compounds tested. The share of hits here may be higher or lower than overall.
